EP2 modulator: EP2 receptor modulators, cAMP readout, primary screen, cell-based, HTRF cAMP, PGE2 stimulation; actives 0.83% (n = 260,000); Prostaglandin E2 receptor EP2 subtype (Homo sapiens), P43116; AID 940, 2007; induction, % at 25 µM; EP2-expressing cells, cAMP HTRF FRET, PGE2 co-stimulation;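 active = compounds whose cAMP rise, as percent of the full-agonist control response, exceeds 60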;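 note: rat C6 glioma line stably carrying human EP2 under a CMV promoter; the protocol text gives 20 µM as final concentration; 100% = response of wells given 1 µM PGE2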
Target sequence (P43116 whole entry, looked up): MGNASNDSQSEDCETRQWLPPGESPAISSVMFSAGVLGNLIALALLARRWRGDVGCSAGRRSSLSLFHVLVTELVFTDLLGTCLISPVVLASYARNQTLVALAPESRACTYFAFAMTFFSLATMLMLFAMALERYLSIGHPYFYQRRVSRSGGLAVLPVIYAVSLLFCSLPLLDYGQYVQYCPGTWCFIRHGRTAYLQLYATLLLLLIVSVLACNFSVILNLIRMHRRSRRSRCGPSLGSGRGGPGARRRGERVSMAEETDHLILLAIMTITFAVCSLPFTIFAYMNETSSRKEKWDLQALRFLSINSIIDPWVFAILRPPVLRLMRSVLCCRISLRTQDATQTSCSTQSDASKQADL
CHOP inh: inhibitors of CHOP promoter induction, primary screen, cell-based, unfolded protein response, luciferase reporter | CHO-K1 CHOP-promoter luciferase, tunicamycin-induced, 15-18 h | inhibition, % at 10 µM | actives 3.8% (n = 220,000);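 active = compounds that reduced the stress-induced luciferase reporter signal by more than about 70% of percent inhibition, limit read from the data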;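 note: 0% = tunicamycin plus vehicle and 100% = wells without tunicamycin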
EP2 antag: human EP2 receptor antagonists, primary screen, TR-FRET cAMP, C6 glioma cells; Prostaglandin E2 receptor EP2 subtype (Homo sapiens), P43116; C6 glioma cells expressing human EP2; cells stimulated with saturating PGE2; inhibition, % at 25 µM; actives 0.52% (n = 260,000);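 active = percent inhibition above 40 after rounding to a whole number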;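 note: rat C6 glioma host cells with rolipram phosphodiesterase inhibitor present; the protocol text gives 20 µM as final concentration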
NPY Y1 blocker: NPY-Y1 receptor antagonists, primary screen, cell-based; inhibition, % at 3.6 µM; Neuropeptide Y receptor type 1 (Homo sapiens), P25929; AID 1040, 2008; HEK293-CNG Y1 cells, membrane potential fluorescence; NPY at EC95, then isoproterenol; actives 1% (n = 200,000);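 active = inhibition above the campaign mean inhibition of all tested compounds plus 3 SD, cut at about 20% in these data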;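 note: 0% = DMSO wells given NPY plus isoproterenol and 100% = isoproterenol alone without NPY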
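Material: HEK293 cells with Y1 receptor plus CNG channel; times: compound incubation 1 h at room temperature, readout 45 min post-stimulation; signal: fluorescence, membrane potential probe; read-out basis: fluorescence ratio normalized to % inhibition between controls; benchmarks: full-block control isoproterenol-only wells, zero-block control NPY plus isoproterenol wells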
TRPN1 ag: zebrafish TRPN1 channel agonists, primary screen, cell-based, HEK293, calcium fluorescence | transient receptor potential cation channel N1 (TRPN1/NompC), Danio rerio | HEK293 zebrafish TRPN1-YFP, Fluo-8 calcium fluorescence; 100% = response to 87 µM carbachol | activation, % at 3 µM | actives 0.18% (n = 220,000);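 active = activation above its plate's cutoff, the mean activation of test wells on that plate plus 3 SD, cut at about 19% in these data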;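 note: 0% = DMSO alone and 100% = 87 µM carbachol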
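Material – zebrafish TRPN1-YFP in HEK293 cells · Doses – 3 µM single point · Schedule – dye 1 h 37 °C plus 30 min RT · Signal – Fluo-8 calcium fluorescence, excitation 470-495 nm, emission 515-575 nm · Read-out – % activation versus carbachol response · Control set – carbachol high, DMSO low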
NPY-Y1 PAM-ag: NPY-Y1 receptor potentiators or agonists, primary screen, cell-based. Neuropeptide Y receptor type 1 (Homo sapiens), P25929. NPY-Y1 expressing cells, potentiator/agonist activation. activation, % at 3.6 µM. actives 0.37% (n = 220,000). AID 1304, 2008; in the data active = activation above about 33%, passing the limit was not always enough;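 note: cells stimulated with NPY at EC10 then isoproterenol at EC100; 0% = low agonist plus stimulus and 100% = saturating agonist plus stimulus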
TRPML3 ag: human TRPML3 channel agonists, primary screen, cell-based, HEK293 TRPML3-YFP, Fluo-8 calcium fluorescence, 3 µM; Mucolipin-3 (Homo sapiens), Q8TDD5; 100% = the carbachol control signal; activation, % at 3 µM; actives 0.29% (n = 220,000);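 active = activation above its plate's cutoff, the mean activation of the plate's test wells plus 3 SD, cut at about 12% in these data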;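 note: 0% = DMSO only wells and 100% = carbachol wells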
Target sequence (Q8TDD5 whole entry, looked up): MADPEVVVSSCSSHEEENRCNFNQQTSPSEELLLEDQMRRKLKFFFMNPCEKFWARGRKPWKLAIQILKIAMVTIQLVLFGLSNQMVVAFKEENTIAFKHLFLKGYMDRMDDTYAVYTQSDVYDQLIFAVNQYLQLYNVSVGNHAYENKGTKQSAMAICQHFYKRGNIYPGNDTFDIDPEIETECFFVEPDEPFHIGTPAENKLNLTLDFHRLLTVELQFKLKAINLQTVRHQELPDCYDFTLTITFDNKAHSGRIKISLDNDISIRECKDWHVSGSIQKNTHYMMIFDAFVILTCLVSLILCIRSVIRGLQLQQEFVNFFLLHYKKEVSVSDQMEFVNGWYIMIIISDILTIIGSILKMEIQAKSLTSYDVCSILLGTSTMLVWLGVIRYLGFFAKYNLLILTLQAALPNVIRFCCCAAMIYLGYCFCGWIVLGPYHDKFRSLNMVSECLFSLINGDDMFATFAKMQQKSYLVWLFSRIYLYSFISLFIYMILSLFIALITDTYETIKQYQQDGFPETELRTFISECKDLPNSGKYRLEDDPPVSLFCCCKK
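system = HEK293 cells stably carrying human TRPML3-YFP | doses = one concentration, 3 µM nominal, 0.3% DMSO | timing = dye loading 1 h 37 °C then 30 min ambient, 125 s read | detection = Fluo-8 calcium dye fluorescence, ex 470-495, em 515-575 nm | benchmarks = high control carbachol 87 µM, low control DMSO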
14-3-3 Bad inh: inhibitors of 14-3-3 zeta/Bad binding, primary screen, biochemical, TR-FRET, bovine 14-3-3 zeta. 14-3-3 protein zeta/delta (Bos taurus), P63103. inhibition, % at 21.7 µM. actives 0.71% (n = 220,000). TR-FRET 14-3-3zeta/Dy647-pBad peptide displacement, 1 h;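 active = inhibition above about 70%, limit read from the data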;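 note: 0% = full 14-3-3 plus peptide FRET controls and 100% = background without 14-3-3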
PPC-1+TRAIL kill: compounds killing PPC-1 cancer cells with TRAIL present, primary screen, TRAIL potentiator project, ATPLite luminescence, uHTS; actives 0.41% (n = 220,000); cell killing (% activity), % at 4 µM; AID 1443, 2008; PPC-1 cells + TRAIL, ATPLite viability luminescence;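 active = cell killing above 50% in the first pass at 4 µM, then a duplicate retest at 5 µM averaging 50% or more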;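 note: plate controls were cells with TRAIL plus DMSO for no effect and medium-only wells lacking cells for full effect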
The depositor's hits bear a star; . = not tested or not shown; & = joins results of further samples; ! = not confirmed by another sample; [ ] = another dose, or the depositor's remark. Some of the compounds tested; the hit share may differ from the screen's.

SMILES | EP2 modulator | CHOP inh | EP2 antag | NPY Y1 blocker | TRPN1 ag | NPY-Y1 PAM-ag | TRPML3 ag | 14-3-3 Bad inh | PPC-1+TRAIL kill
CC(C)(CO)NC(=O)CC1C(=O)NCCN1CC(c1ccccc1)c1ccccc1 (configuration not stated) | 26.3 | 17.9 | 9.5 | -3.8 | -3.0 | 15.6 | 0.5 | -3.9 | 2.8
Cc1ccc(/C=N/NC(=O)Cn2ccc(C(F)(F)F)n2)o1 | -9.6 | -3.0 | 6.2 | 3.4 | 0.4 | 1.7 | 1.1 | -13.9 | 19.9
Cn1c(=O)[nH]c(=O)c2c1nc(NCCCO)n2CCCc1ccccc1 | -0.6 | 0.2 | 4.8 | 3.5 | 0.5 | 4.8 | 0.9 | 0.6 | 6.2
Cc1cc(O)cc2c1C(c1ccc(F)cc1)CC1(CC(C)(C)NC(=S)N1)O2 (configuration not stated) | 19.4 | 1.7 | 10.3 | -6.1 | 0.7 | 10.5 | 0.3 | -2.6 | 7.9
CN1C(=O)/C(=C/c2ccc(C(=O)NC3CCCC3)cc2)Oc2ccccc21 | -63.5 | 100.8* | 12.5 | 0.1 | 2.6 | 6.0 | 0.7 | -5.5 | 5.1
Cc1nn(CC(=O)Nc2ccc(C#N)cc2)c(C)c1[N+](=O)[O-] | 40.4 | 15.6 | 2.9 | -0.4 | 1.1 | 4.4 | 0.8 | -9.9 | 12.2
CCOc1ccc(/C(O)=C2/C(=O)C(=O)N(c3ncccn3)C2c2ccc(Cl)cc2)cc1 (configuration not stated) | 0.5 | -5.3 | 26.2 | . | -1.9 | -17.2 | -1.5 | 7.5 | 8.5
O=S(=O)(Nc1nc2ccccc2[nH]1)c1ccccc1 | 30.9 | 7.3 | 2.3 | -6.5 | -0.1 | -0.1 | 0.9 | -3.8 | 12.7
Cc1noc(C)c1CN(C(=S)NC1CC1)c1ccccc1 | -3.5 | 3.6 | 5.5 | -3.2 | -0.5 | -7.8 | 0.5 | 8.9 | 28.0
COC(=O)c1cc(NCc2cccs2)ccc1N1CCOCC1 | -18.4 | 27.7 | 5.7 | -0.7 | 1.2 | 17.4 | 0.6 | -14.0 | 14.6
Cc1nc(N)ncc1Sc1ccc(Cl)cc1 | -34.8 | 18.1 | 8.2 | -1.9 | 0.8 | -20.1 | 0.5 | 3.5 | 15.0
COc1ccc([N+](=O)[O-])cc1NC(=O)CSCc1ccc(Br)cc1 | 10.3 | 13.4 | 21.9 | 2.4 | -1.4 | 3.2 | -0.8 | 1.2[fluorescence artefact?] | 4.9
Cc1ccc2cc3c(nc2c1)OCC3 | 23.0 | -9.0 | 4.8 | . | 0.7 | 3.6 | 0.6 | -0.8 | 11.8
C=CCc1cc(Cl)ccc1OCCOCCNC(C)(C)C | -37.8 | -1.5 | 3.2 | -1.1 | -1.3 | 0.5 | 1.9 | 46.7 | 22.1
Cc1ccc(-c2cn3c(n2)SCC3)cc1 | 5.5 | 25.5 | 5.8 | -1.6 | 0.5 | -0.5 | 1.1 | -14.5 | 17.6
COc1cc(C(C(=O)NC2CCCCC2)N(CCN2CCOCC2)C(=O)C2COc3ccccc3O2)cc(OC)c1OC (configuration not stated) | 32.8 | 10.6 | 11.2 | 0.3 | 2.7 | -1.2 | 0.8 | -13.8 | 1.5
O=C(Cn1c(=O)oc2cc(S(=O)(=O)N3CCc4ccccc43)ccc21)N1CCCCC1 | -1.2 | 21.7 | 17.9 | -6.2 | 5.0 | 2.6 | 1.5 | 3.2 | 11.0
CCC1S/C(=N/N=C/c2ccco2)NC1=O (configuration not stated) | 13.0 | 40.4 | 6.3 | 1.8 | 0.1 | -8.6 | 0.2 | -19.2 | 15.7
O=c1c2ccccc2cnn1Cc1n[nH]c(=S)n1-c1ccc(F)cc1 | 23.4 | -6.0 | 2.4 | 1.6 | 3.3 | 14.5 | 1.4 | -12.6 | 13.0
O=C(COC(=O)c1cn(-c2ccccc2)nc1-c1cccs1)NC1CC1 | 41.6 | 8.8 | 11.2 | -2.1 | 1.0 | 3.1 | 2.0 | -0.7[fluorescence artefact?] | 3.6
CCN(C(=O)COc1ncnc2sccc12)c1ccccc1 | -15.9 | 21.2 | 8.5 | -2.8 | 1.1 | 10.9 | 0.3 | 2.9 | -12.0
O=C(OCn1ncc(Br)c(Br)c1=O)c1ccccc1Cl | 21.2 | 111.4* | 27.7 | 2.4 | -1.5 | -24.6 | -0.1 | -17.1[fluorescence artefact?] | 31.1
O=C(NCCN1C(=O)C2C3C=CC(C3)C2C1=O)Nc1ccc(Br)cc1 (configuration not stated) | 11.5 | -5.0 | 3.9 | 0.7 | 1.6 | -4.8 | 0.4 | 4.5[fluorescence artefact?] | -2.4
CCn1c(SCC(N)=O)nc2c1c(=O)n(C)c(=O)n2C | 18.1 | 34.8 | 5.4 | -1.4 | 1.7 | -3.0 | 0.2 | 7.1 | -6.5
CCC(=O)Nc1c(C#N)c2nc3ccccc3nc2n1-c1ccccc1C | 32.9 | 54.3 | 9.2 | -1.9 | 0.1 | 10.6 | 1.3 | 13.0 | 8.2
COc1ccc(OC)c(N(CC(=O)Nc2cccnc2)S(=O)(=O)c2ccccc2)c1 | -18.8 | 27.1 | 3.7 | -1.3 | -0.5 | 12.8 | 0.4 | 11.2[fluorescence artefact?] | 19.6
O=C(NC(=O)c1cccc(F)c1)OC[C@@H]1CCCN2CCCC[C@H]12 | -4.9 | 17.1 | 10.5 | 4.7 | 0.5 | -8.2 | 0.0 | 3.2 | 21.3
O=C1OCCC1N1C(=O)c2ccccc2S1(=O)=O (configuration not stated) | 4.0 | 12.2 | 10.9 | -3.9 | 2.5 | 0.8 | 1.2 | -1.4 | 3.1
CCOc1cccc(C(=O)Nc2cccc(C(=O)NCC(C)C)c2)c1 | 48.5 | 18.9 | 10.7 | -2.1 | 2.7 | -13.2 | 0.5 | -10.6 | 39.6
Cc1ccc(OCC(=O)N2CCN(C(=O)c3cccc(F)c3)CC2)cc1 | 16.1 | 26.0 | 7.8 | -3.0 | -0.6 | -0.1 | 1.2 | -10.2 | 6.2
CCCc1nnc(SCC(=O)N2CCOCC2)n1C | -6.6 | -10.6 | 4.1 | 4.3 | -0.1 | -17.7 | 1.5 | 3.3[fluorescence artefact?] | 15.3
COc1cc2cc(Oc3ccc4ccc(=O)oc4c3)c(=O)oc2cc1OC1OC(COC(=O)CC(C)(O)CC(=O)O)C(O)C(O)C1O (configuration not stated) | 10.1 | 1.5 | 10.4 | -6.3 | 1.0 | -7.0 | 0.8 | -3.6 | -8.8
Cc1nnc(SCc2c(Cl)cccc2Cl)s1 | -22.0 | 3.7 | 22.5 | 6.4 | -1.0 | 1.5 | -1.0 | -0.6 | 23.3
COc1ccc(N2C(=O)CSC2c2cccc(F)c2)c(OC)c1 (configuration not stated) | 14.1 | 12.2 | 10.8 | -5.0 | -1.4 | 1.7 | -1.5 | -15.3 | 21.2
Cc1noc(NS(=O)(=O)c2ccc(NC(=O)c3ccoc3C)cc2)c1C | 18.1 | 19.8 | 6.6 | 4.8 | 1.1 | -31.7 | 0.3 | 4.7 | -4.2
CCN(CC)CCn1c2ccccc2c2nc3ccc([N+](=O)[O-])cc3cc21 | -17.1 | -4.3 | 3.5 | . | 0.2 | 19.6 | 0.7 | 10.4 | 5.7

Compound profiles (already shown). Screens in order: EP2 modulator, CHOP inh, EP2 antag, NPY Y1 blocker, TRPN1 ag, NPY-Y1 PAM-ag, TRPML3 ag, 14-3-3 Bad inh, PPC-1+TRAIL kill
CCOc1cccc(C(=O)Nc2cccc(C(=O)NCC(C)C)c2)c1 as listed: 48.5, 18.9, 10.7, -2.1, 2.7, -13.2, 0.5, -10.6, 39.6
Cc1noc(NS(=O)(=O)c2ccc(NC(=O)c3ccoc3C)cc2)c1C as listed: 18.1, 19.8, 6.6, 4.8, 1.1, -31.7, 0.3, 4.7, -4.2
CCC(=O)Nc1c(C#N)c2nc3ccccc3nc2n1-c1ccccc1C as listed: 32.9, 54.3, 9.2, -1.9, 0.1, 10.6, 1.3, 13.0, 8.2
Cc1ccc(OCC(=O)N2CCN(C(=O)c3cccc(F)c3)CC2)cc1 as listed: 16.1, 26.0, 7.8, -3.0, -0.6, -0.1, 1.2, -10.2, 6.2

The list goes on.
SMILES | EP2 modulator | CHOP inh | EP2 antag | NPY Y1 blocker | TRPN1 ag | NPY-Y1 PAM-ag | TRPML3 ag | 14-3-3 Bad inh | PPC-1+TRAIL kill
CCOC(=O)c1sc(NC(=S)NC(=O)c2ccccc2Cl)c(C(=O)OCC)c1C | 16.3 | -1.1 | 15.6 | 1.4 | 2.0 | -10.6 | -0.1 | -0.7 | 14.4
Cc1ccccc1-c1nnc(SCC(=O)Nc2ccc3c(c2)OCCO3)n1N | -13.8 | -33.9 | 5.5 | -4.4 | 0.0 | 19.2 | 0.7 | 12.6 | 11.0
COc1ccc(OC)c(N(CC(=O)O)S(=O)(=O)c2ccc(OC)c(OC)c2)c1 | 13.9 | 31.8 | 5.2 | -1.3 | 1.3 | 8.1 | 0.5 | 6.2 | 12.6
Cc1ccc(N=Nc2c(O)c3ccccc3[nH]c2=O)c(S(=O)(=O)N(C)C)c1 | -17.5&17.3 | 3.2 | 48.1*! | . | 2.6 | -6.1 | 0.0 | -10.4 | 54.8*
CCOc1ccc(OCC)c(NC(=O)CSc2nc3cccnc3n2C)c1 | 14.2&-14.3 | -3.3 | 3.5&13.4 | 8.4 | 0.2 | -11.4 | -0.5 | 4.0 | 16.8
Cc1cc(NC(=O)CSc2nnc(CNc3ccc(F)cc3)n2C2CCCCC2)no1 | 6.2&-0.9 | -1.9 | 10.6&8.1 | 0.7 | -1.4 | -7.7 | -0.5 | -13.4 | -11.2
CCn1c(SCC(=O)Nc2ccc3c(c2)OCO3)nc2ccccc21 | 21.1 | 8.3 | 10.4 | -4.6 | -1.4 | -46.0 | -0.6 | -4.2 | 9.2
CCOC(=O)c1nnn(-c2nc(N(C)C)nc(N(C)C)n2)c1C | -10.8 | 17.7 | 4.5 | -4.1 | 0.4 | -3.8 | -0.1 | 6.8 | 10.3
